Source: PubChem BioAssay (National Center for Advancing Translational Sciences (NCATS))
DT40 TDP1 no CPT – qHTS for Inhibitors of human tyrosyl-DNA phosphodiesterase 1 (TDP1): qHTS in cells in absence of CPT; 420,000 compounds, 15% hits; AID 686978, 2013; Potency, µM (doses to about 46.2 µM), inactives show at the top dose activity change, negative = growth inhibition, actives largely listed as inhibitors; DT40 Tdp1-/- hTDP1 cells, no CPT, ATP luminescence, 48 h; further: nearly all actives have a fitted effect of over 55% in size
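Luminescent ATP content (CellTiter-Glo) served as the growth readout. Knockout chicken DT40 cells expressing human TDP1 were exposed to compounds without camptothecin for a minimum 48 hr at 37 °C.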
TDP1 block – blocks human tyrosyl-DNA phosphodiesterase 1. 350,000 compounds, 0.28% hits. recombinant TDP1, AlphaScreen DNA substrate cleavage. Potency, µM (titrated, usually from 130 µM), without a hit: top-dose activity change, negative = inhibition, actives largely listed as inhibitors. Q9NUW8; further: nearly all actives have a fitted effect of over 40% in size
Target sequence (Q9NUW8 whole entry, looked up): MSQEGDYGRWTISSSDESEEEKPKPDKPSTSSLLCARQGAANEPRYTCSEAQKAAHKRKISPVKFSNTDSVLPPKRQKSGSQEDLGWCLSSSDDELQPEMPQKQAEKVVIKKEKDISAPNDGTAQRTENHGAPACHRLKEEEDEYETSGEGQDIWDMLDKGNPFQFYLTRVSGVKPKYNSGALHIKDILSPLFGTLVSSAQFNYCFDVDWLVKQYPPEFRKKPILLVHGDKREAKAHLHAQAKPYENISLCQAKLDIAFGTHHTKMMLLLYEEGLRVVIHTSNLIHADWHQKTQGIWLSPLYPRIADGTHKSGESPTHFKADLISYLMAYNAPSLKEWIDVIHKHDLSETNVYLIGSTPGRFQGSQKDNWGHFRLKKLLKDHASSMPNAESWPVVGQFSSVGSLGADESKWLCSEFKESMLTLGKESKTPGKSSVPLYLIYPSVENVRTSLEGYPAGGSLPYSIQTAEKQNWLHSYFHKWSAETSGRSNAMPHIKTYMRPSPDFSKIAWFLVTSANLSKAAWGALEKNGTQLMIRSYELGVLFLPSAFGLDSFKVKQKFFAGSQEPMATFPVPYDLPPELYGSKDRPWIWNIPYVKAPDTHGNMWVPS
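Compounds were preincubated with Tdp1 (1 nM final) for 15 min at room temperature before substrate (15 nM final) started a 5 min reaction; beads (10 ug/ml final) were then added for 10 min before AlphaScreen detection.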
TDP1 cell CPT – growth inhibition of DT40 Tdp1-/-;hTDP1 cells with camptothecin (screen for TDP1 inhibitors); 420,000 compounds, 12% hits; AID 686979; Potency, µM (titrated, usually from 46.2 µM), inactives show at the top dose activity change, negative = growth inhibition, actives largely listed as inhibitors; chicken DT40 Tdp1-/-;hTDP1 cells + 20 nM CPT, ATP luminescence, 48 h; further: nearly all actives have a fitted effect of over 55% in size
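Chicken DT40 Tdp1-/- cells complemented with human TDP1, 400 cells/well, exposed to compounds plus 20 nM camptothecin for at least 48 h at 37 C; viability read as ATP content by CellTiter-Glo luminescence.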
Numbers without * were called inactive; ? = inconclusive; / = not tested or not shown; & = joins results of further samples; [ ] = dose if it differs, or a comment. The call rests on the fitted dose curve; in most records, active means well fitted curve in the direction sought with a large enough effect; inconclusive means small, poorly fitted or top-dose-only effect, or another doubt; inactive means no such curve, though single readings can be large; an effect the other way counts as inactive or inconclusive. On the % scale 0 is the no-effect control and ±100 the full control effect; potency means the concentration at half of the fitted maximal effect.

Sample of the layout:
SMILES	DT40 TDP1 no CPT	TDP1 block	TDP1 cell CPT
COC(=O)[C@]12C(=O)NC[C@H](CN1c1ccc(Cl)c(C)c1)N2C	-3%	2%	-1%
O=C(CCN1C(=O)S/C(=C\c2ccc(F)cc2)C1=O)Nc1ccc(O)cc1C(=O)O	-7%	6%	7%
COc1ccc(C)cc1N(CC(=O)NC(C)c1ccccc1)S(C)(=O)=O (centres undefined)	1%	5%	6%
C=CC[C@H](CC(=O)N(CCO)Cc1ccccc1)C(=O)N[C@H](COC(=O)[C@@H](CC=C)Cc1ccc(F)cc1)Cc1c[nH]c2ccccc12	?	5%	?
O=C(N/N=C\c1cccnc1)c1cc(-c2ccc(Cl)s2)[nH]n1	?	-13%	-3%

The listing (from the top)
SMILES	DT40 TDP1 no CPT	TDP1 block	TDP1 cell CPT
COC(=O)[C@]12C(=O)NC[C@H](CN1c1ccc(Cl)c(C)c1)N2C	-3%	2%	-1%
O=C(CCN1C(=O)S/C(=C\c2ccc(F)cc2)C1=O)Nc1ccc(O)cc1C(=O)O	-7%	6%	7%
COc1ccc(C)cc1N(CC(=O)NC(C)c1ccccc1)S(C)(=O)=O (centres undefined)	1%	5%	6%
C=CC[C@H](CC(=O)N(CCO)Cc1ccccc1)C(=O)N[C@H](COC(=O)[C@@H](CC=C)Cc1ccc(F)cc1)Cc1c[nH]c2ccccc12	?	5%	?
O=C(N/N=C\c1cccnc1)c1cc(-c2ccc(Cl)s2)[nH]n1	?	-13%	-3%
COC(=O)CCC(C)C1CCC2C3CCC4CC(O)CCC4(C)C3=CC(=O)C12C (centres undefined)	?	/	?
CC1(C)C([N+](=O)[O-])C(c2ccc(F)cc2)NC(c2ccc(F)cc2)C1[N+](=O)[O-] (centres undefined)	-22%	10%	-6%
FC(F)(F)c1cccc(Cc2noc(CN3CCCC(OCc4ccccn4)C3)n2)c1 (centres undefined)	23µM*	3%	18µM*
CC(C)(C)n1ncc2c(=O)n(CC(=O)Nc3ccc4c(c3)OCO4)cnc21	-20%	5%	-30%
Cc1nc2ccccn2c1/C(O)=C1\C(=O)C(=O)N(CCCn2ccnc2)C1c1ccncc1 (centres undefined)	-17%	-2%	-1%
Cc1cc(=O)oc2cc(OCC(=O)Nc3ccc(F)cc3F)ccc12	-11%	-17%	-14%
CCOc1ccccc1C=NNC(=O)C1CC1	-20%	/	-10%
CCCCN(C(=O)NC(=O)C1=C(N2CCOCC2)/C(=C/c2ccccc2)CC1)S(C)(=O)=O	-13%	6%	-4%
COc1cc(CC(=O)O)ccc1OCc1ccccc1	5%	-6%	21%
CCOC(=O)Cn1c(=O)oc2cc(S(=O)(=O)NCc3ccc(F)cc3)ccc21	-25%	5%	-5%
O=C(CSC1=Nc2ccccc2N=C(c2ccc(F)cc2)C1)Nc1ccc(Cl)cc1	26µM*	2%	21µM*
O=C(NCCC1CCCCN1S(=O)(=O)c1ccc(F)cc1)C(=O)Nc1ccccc1F (centres undefined)	26µM*	-2%	?
O=C(CSc1nnc(CNC(=O)c2ccco2)o1)Nc1ccc(Br)cc1	-14%	0%	0%
Cc1ccc(-c2nn(-c3ccccc3)cc2C(=O)NC2CCC(O)CC2)cc1 (centres undefined)	-23%	-1%[56.1 µM]	-22%
O=C(N/N=C/c1ccc([N+](=O)[O-])cc1)c1cc(-c2ccc3c(c2)OCO3)n[nH]1	2%	/	5%
O=C(c1cc2ccccc2o1)N(C1CC1)C1(C(=O)Nc2ccccc2)CCCC1	?	1%	?
O=C(CN1C(=O)C2CC=CCC2C1=O)Nc1nc2ccccc2s1 (centres undefined)	12%	8%	-3%
Cn1c(=O)[nH]c(=O)c2cc(C(=O)c3cc(F)ccc3O)cnc21	?	-3%	-12%
CCOC(=O)c1ccc(NC(=O)c2ccccc2)cc1	-15%	-5%	-14%
Nc1ncnc2nc(N3CCN(C(=O)c4ccccc4)CC3)[nH]c12	7%	4%	2%
SMILES	DT40 TDP1 no CPT	TDP1 block	TDP1 cell CPT
Brc1ccccc1OCCCOc1cccc2cccnc12	?	/	?
Cc1nn(Cc2c(F)cccc2Cl)c(C)c1[N+](=O)[O-]	-29%	-1%	12%
N#C/C(=C\c1cc([N+](=O)[O-])ccc1Cl)C(N)=O	2.9µM*	1%	2.6µM*
CC(=O)C1=C(c2ccc(C)c(C)c2)N(C(C)=O)n2c(nnc2-c2ccc(Cl)cc2)S1	4.6µM*	0%	5.2µM*
CCN(C(=O)COC(=O)c1nn(-c2ccccc2)c(=O)c2ccccc12)C1CCS(=O)(=O)C1 (centres undefined)	-7%	0%	-11%
Cc1ccc(S(=O)(=O)Nc2cc3c(cc2C)n(C)c(=O)c(=O)n3C)cc1	?	3%	-21%
CCOC(=O)c1sc(NNC(=O)c2ccc(F)cc2)nc1C	?	/	?
O=C(O)c1ccc(CNCc2cc(Cl)ccc2O)cc1	-1%	2%	-13%
COc1cccc(Nc2ncc3nc(C)c(=O)n(CCc4ccccc4)c3n2)c1	-5%	/	0%
CN1CCN(c2nc(NCCOC34CC5CC(CC(C5)C3)C4)nc(OCC(F)(F)F)n2)CC1	?	9%	?
CCOC(=O)c1c(NC(=S)Nc2ccc(Cl)cc2)sc2c1CCN(C)C2	?	5%	16µM*
COc1ccc(C=O)cc1OS(=O)(=O)c1ccc(NC(C)=O)cc1	3.7µM*	0%	?
CC(=O)N1CCN(C(=O)c2ccc3c(c2)S(=O)(=O)c2ccccc2C3=O)CC1	-3%	/	-14%
COCCCNC(=O)CN1C(=O)/C(=C\c2ccc(C)cc2)Sc2ccccc21	?	0%	?
CC(=O)n1c(C=Nc2ccc(Cl)cc2)c(O)c2ccccc21	-24%	10%	-4%
COc1ccc(C(=O)NC2CCCCCCC2)cc1OC	-16%	/	-6%
CN(C)S(=O)(=O)c1cccc(NC(=O)CSc2nc3ccccc3n2-c2ccccc2)c1	26µM*	2%	?
COc1ccccc1C1NC(=O)NC(C)=C1C(C)=O (centres undefined)	-1%	6%	-15%
CCC[C@H]1CN(c2ccc(OC)cc2)C(=O)[C@@H]1CC(=O)Nc1ccccc1	?	/	?
CC(=O)OCC1=C(C(=O)O)N2C(=O)[C@@H](NC(=O)CSc3ccncc3)[C@H]2SC1	-17%&-21%	7.9µM*	9%&2%
COc1ccccc1CNC(=O)CCCc1cn(C)c2ccccc12	?	/	?
Cc1ccc(C(=O)NCC(=O)Nc2cc(C)ccn2)cc1	7%	3%	6%
Cc1cc2ncc(S(=O)(=O)c3ccccc3)c(N)n2n1	-10%	6%	-4%
CC(=O)c1ccc2c(c1)OCCOCCOc1ccccc1OCCOCCO2	23µM*	6%	18µM*
Cc1ccc(-c2nc(-c3ccccn3)sc2CC(=O)O)cc1	19%	4%	4%

Record cards, from the list above:
Record of `O=C(NCCC1CCCCN1S(=O)(=O)c1ccc(F)cc1)C(=O)Nc1ccccc1F` (centres undefined) → DT40 TDP1 no CPT = 26µM*; TDP1 block = -2%; TDP1 cell CPT = ?
Record of `Cc1cc(=O)oc2cc(OCC(=O)Nc3ccc(F)cc3F)ccc12` → DT40 TDP1 no CPT = -11%; TDP1 block = -17%; TDP1 cell CPT = -14%

Other compounds.
SMILES	DT40 TDP1 no CPT	TDP1 block	TDP1 cell CPT
COCCNC(=O)c1cccc(Nc2nc(-c3ccccc3)c3cc(Cl)ccc3n2)c1	9.2µM*	3%	15µM*
O=C(CSc1ccc(S(=O)(=O)N2CCOCC2)cn1)Nc1ccc(OC(F)F)cc1	2%	1%[56.1 µM]	-24%
COc1ccc(CCC(=O)NCc2nc3cccnc3n2Cc2cccc(OC)c2)cc1	?	3%	?
Cc1ccc(S(=O)(=O)c2nnn3c2nc(N(C)Cc2ccccc2)c2cc(Cl)ccc23)cc1C	12µM*	2%	13µM*
Cc1ccc(C)n1-c1ccc(C(=O)N/N=C/c2ccncc2)cc1	?	0%	-3%
CCCC(=O)Nc1nnc(SCc2cc(=O)c3cc(C)ccc3[nH]2)s1	?	0%	?
Cc1ccccc1C(=O)NC1CCN(CC(=O)Nc2ccc(N(C)C)cc2)CC1	-12%	/	2%
Cc1ccccc1CCNC(=O)C1CCN(S(=O)(=O)c2ccc(-n3cnnn3)cc2)CC1	?	4%	?
Cc1cccc(N2CCN(S(=O)(=O)c3cccc4nonc34)CC2C)c1 (centres undefined)	-9%	9%	-14%
O=C(O)/C=C/c1cnn(-c2ccccc2)c1	-7%	1%	2%
Cc1ccn2cc(CCNC(=O)Cc3cccs3)nc2c1	-5%	/	-4%
OC1COC(OCc2ccccc2)C(O)C1O (centres undefined)	4%	0%	37%[activator]
CN(C)/C=N/c1sc2c(c1C(N)=O)CCCC2	?	6%	-16%
CSc1nc(-c2ccccc2)c(C#N)c(=O)n1C	-25%	-3%	-2%
O=[N+]([O-])c1nn(-c2ccc(Cl)cc2)n(O)c1=NCc1ccncc1	10µM*	5%	5.2µM*
O=C(NCc1ccc2c(c1)OCO2)c1ccc(Cl)s1	-27%	3%	-3%
Cc1cccc(/C(N)=N/OC(=O)c2cccnc2)c1	1%	6%	-25%
Cc1ccc(-n2ncc3c(SCc4ccccn4)ncnc32)c(C)c1	16µM*	4%	?
CCOC(=O)CCCCCC(=O)Nc1ccc2c(c1)C(=O)N([C@@H](C)CO)C[C@H](C)[C@H](CN(C)C(=O)Nc1ccc(F)cc1)OCCCC[C@H](C)O2	?	/	-23%
CCOc1cc(C(=O)Nc2cccc3cccnc23)cc(OCC)c1OCC	-102%	-5%	?
CC(=O)c1c(C)n(C)c2ccc(OC(=O)c3ccc([N+](=O)[O-])cc3)cc12	14%	2%	-21%
O=C(O)COc1ccc(/C=C2/SC(=S)N(Cc3ccccc3)C2=O)cc1	-4%	/	-3%
COc1cc(CNC[C@H]2O[C@@H](n3ccc(N)nc3=O)[C@H](O)[C@@H]2O)ccc1OCc1cccc(Cl)c1	-3%	/	-1%
O=C(CCN1C(=O)C2C3C=CC(C3)C2C1=O)NC1CCCc2ccccc21 (centres undefined)	-4%	-3%	-9%
Cc1nc2c(C(=O)N3CCN(C)CC3)cnn2c(C)c1Cc1ccc(Cl)cc1	-9%	7%	-19%
SMILES	DT40 TDP1 no CPT	TDP1 block	TDP1 cell CPT
COc1cccc2cc(C(C)N(CCCN3CCOCC3)C(=S)Nc3ccccc3C)oc12 (centres undefined)	?	0%	5%
CC(=NNC(=S)Nc1ccc(C)cc1)c1ccccn1	0.018µM*	/	0.018µM*
Cc1nc(Cl)c(N=Cc2cccc([N+](=O)[O-])c2)c(Cl)n1	-4%	0%	2%
Cc1cccc(C)c1N1C(=O)c2ccccc2NC(=O)C1C(=O)NCCc1ccccc1 (centres undefined)	-14%	/	-17%
COc1cc(C)ccc1OCCOc1cc(C)ccc1Cl	?	-3%	?
CN(Cc1cccc(F)c1)C(=O)c1ccc(S(=O)(=O)N2CCOCC2)cc1	-11%	1%	0%
COC(=O)/C=C1\N/C(=N\c2nc(C)cc(C)n2)N(c2ccc(C)c(C)c2)C1=O	7%	-8%	2%
O=C(/C=C/c1ccccc1)NCCO	?	3%	?
COc1ccc(C/C(N)=N/OC(=O)Cc2ccccc2)cc1	?	3%	-14%
COCCNC(=O)c1c(N)n(-c2ccccc2)c2nc3ccccc3nc12	-25%	-3%	-29%
CCNc1cc(N2CCCC2)ccc1[N+](=O)[O-]	-17%	-3%	5%
CN(Cc1ccccc1)C(=O)c1cn(C)c2ccc(S(=O)(=O)N(C)C3CCCCC3)cc2c1=O	-15%	-2%	-20%
O=C(Nc1cccc2ccccc12)/C(=C\c1cccc([N+](=O)[O-])c1)NC(=O)c1cccs1	?	-3%	?
Cc1cc(C(=O)N/N=C/c2cccc(Cl)c2Cl)no1	-9%	5%	-24%
CCC1C(=O)C(C)(C)C(=O)OC1c1ccc([N+](=O)[O-])cc1 (centres undefined)	-2%	/	37%[activator]
CC(C)(O)C#Cc1ccc(CNC[C@H]2O[C@@H](n3cnc(C(N)=O)n3)[C@H](O)[C@@H]2O)s1	-13%	/	3%
CCC(C)[C@H](NC(=O)NCCC1=CCCCC1)C(=O)OC (some centres undefined)	-11%	/	-19%
O=C(NC1CSC/C1=N\O)c1ccccc1 (centres undefined)	1%	4%	-4%
COc1ccc(N(C(C)C(=O)NCc2ccco2)S(C)(=O)=O)cc1 (centres undefined)	-17%	4%	-15%
CCCCc1nc2cc(C(=O)N3CCCC3)ccc2o1	-27%	1%	-10%
COc1ccc(-c2c(-c3cccc(C)c3)oc3ccc(-c4ccc5c(c4)OCO5)cc23)cn1	8.2µM*	/	?
O=c1c2cnn(-c3ccc(F)cc3)c2ncn1Cc1ccccc1	-1%	2%	-26%

Compounds listed so far that contain bromine:
SMILES	DT40 TDP1 no CPT	TDP1 block	TDP1 cell CPT
O=C(CSc1nnc(CNC(=O)c2ccco2)o1)Nc1ccc(Br)cc1	-14%	0%	0%
Brc1ccccc1OCCCOc1cccc2cccnc12	?	/	?
